Assay outcomes: PubChem BioAssay, National Center for Advancing Translational Sciences (NCATS)
ERK EGF block: EGF-driven ERK pathway inhibition | HEK293-V1b, EGF-stimulated phospho-ERK AlphaScreen | Potency, µM (top dose mostly 11.5 µM), inactives show top-dose activity change, negative = inhibition, most hits filed as inhibitors | 130,000 tested, 0.41% active | AID 1454; active = well fitted inhibition curve with a large enough effect; inconclusive = small, poorly fitted or top-dose-only effect, or effect the other way;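 also: plate controls were stimulated vehicle wells for no effect and unstimulated vehicle basal for full effect; nearly all actives have a fitted effect of over 55% in size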
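Stably V1b-transfected HEK293 cells; 30 min compound, then EGF 25 nM final for 5 min at 37C; 10 min lysis; phospho-ERK by AlphaScreen after 5 hr beads at room temperature.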
* = called active by the depositor; & = joins results of further samples; [ ] = dose if it differs, or a comment. Potency is read from the fitted curve at half-maximal effect. These rows are one share of the data. The share of hits here may be higher or lower than overall.

Screening N/C(Cc1nc2ccccc2s1)=N\O returned ERK EGF block 2.0%[57.5 µM].
Screening O=C(COC(=O)c1ccccc1)Nc1ccccc1Sc1ccccc1 returned ERK EGF block -2.6%.
Screening CCOC(=O)/C=C(\C)Sc1cc(O)c2ccccc2c1O returned ERK EGF block -8.4%[57.5 µM].
For COC(=O)c1cnc(NNS(=O)(=O)c2ccc(C(F)(F)F)cc2)nc1C(F)(F)F the results were ERK EGF block -14.9%[57.5 µM].
`Cc1cccc(Nc2nc(N)nc(CCl)n2)c1` gave ERK EGF block 32.0%[57.5 µM].
`Cc1ccc(Cn2nnc3c(=O)n(CC(=O)N4CCCc5ccccc54)cnc32)cc1` gave ERK EGF block 5.4%.
`Fc1cccc(Nc2ncnc3sc4c(c23)CCC4)c1` gave ERK EGF block 3.16µM*.
C/C(=N\NC(=O)c1sccc1-n1cccc1)c1cccs1 was read as ERK EGF block -1.5%.
For COC(=O)c1ccc(OC(=O)CCN2C(=O)C3CCCCC3C2=O)cc1 (stereo not drawn) the results were ERK EGF block -2.6%.
CNC(=O)c1ccccc1Sc1ccccc1C#N was read as ERK EGF block -2.6%.
Screening CCOc1cc(NC(=O)c2ccccn2)c(OCC)cc1NC(=O)c1ccc(OC)cc1 returned ERK EGF block 10.8%.
CCCc1nnc(NC(=O)Nc2ccc(OC)cc2)s1 was read as ERK EGF block 0.9%.
Screening COc1ccccc1CNc1nc(-c2ccc(N(C)C)cc2)nc2ccccc12 returned ERK EGF block 25.5%.
For CCCCn1c(SCC(=O)NC2CCS(=O)(=O)C2)nc2cc(S(N)(=O)=O)ccc21 (stereo not drawn) the results were ERK EGF block 2.3%.
CCCCOC(=O)c1ccc(O)cc1 was read as ERK EGF block inconclusive.
COc1ccc(C)cc1NC(=O)NC(C)c1ccncc1 (stereo not drawn) was read as ERK EGF block 1.1%.
COc1ccc(C2/C=C\CN(S(=O)(=O)/C=C/c3ccccc3)CC(=O)N2Cc2ccc(F)cc2)cc1 (stereo not drawn) was read as ERK EGF block 1.3%[57.5 µM].
CCOc1ccc(CCNC(=O)COC(=O)c2cc(OC)cc(OC)c2)cc1OCC was read as ERK EGF block 3.6%.
Screening Cc1nc(SCc2ccc(OCCC(C)C)cc2)n[nH]1 returned ERK EGF block -8.9%.
Screening CCNC(=S)Nc1ccc(OC(F)(F)F)cc1 returned ERK EGF block -4.4%[57.5 µM].
For Cc1ccc(C)c(NCC(O)c2ccccc2)c1 (stereo not drawn) the results were ERK EGF block -2.2%.
`CC(=O)c1ccc(NC(=O)c2cnsn2)cc1` gave ERK EGF block 9.6%.
COc1cc(SC)ccc1C(=O)Nc1ncc(C)s1 was read as ERK EGF block -4.0%.
For O=C(/C=C/c1ccccn1)c1cc(Br)ccc1O the results were ERK EGF block -2.6%[57.5 µM].
For Cc1ccc(C)c(NC(=O)c2ccccc2NS(=O)(=O)c2cc([N+](=O)[O-])ccc2C)c1 the results were ERK EGF block -0.7%.
For COc1ccc(C)cc1NC(=S)Nc1ccccc1SC the results were ERK EGF block 0.0%.
`O=C(Nc1ccccc1)/C(=C1\CCCN1)[N+](=O)[O-]` gave ERK EGF block -15.1%.
`Cc1cccc(C)c1NC(=O)CSc1cc(C(=O)c2nccn2C)c2ccccc2n1` gave ERK EGF block 12.2%.
Screening O=C(/C=C/c1ccco1)Nc1ccc2nc3n(c(=O)c2c1)CCCC3 returned ERK EGF block -3.0%[57.5 µM].
For CCN1CCN(CC(=O)Nc2ccc(Cl)c(S(=O)(=O)N(C)C)c2)CC1 the results were ERK EGF block inconclusive.
For COCCN(C(C)=O)c1nnc(-c2ccccn2)s1 the results were ERK EGF block 7.0%[57.5 µM].
For CNC(=S)N(Cc1cc2cc(OC)c(OC)cc2[nH]c1=O)C1CCCC1 the results were ERK EGF block -5.0%.
CCC(C)(C)NC(=O)COc1ccc(OCc2ccccc2)cc1 was read as ERK EGF block 9.7%.
For S=C(NC1CCCCC1)N1CCC([C@H]2C=NC=N2)CC1 the results were ERK EGF block -1.0%[25.7 µM].
Screening O=C(CCN1C(=O)C2C3CC(C(Br)C3Br)C2C1=O)OCC(=O)c1ccccc1 (stereo not drawn) returned ERK EGF block 2.0%.
For Cc1cc(C(=O)N2CCN(c3ccc(C(F)(F)F)cn3)CC2)c(C)o1 the results were ERK EGF block 4.0%[57.5 µM].
`COc1cccc2c1OC1(C)CC2NC(=O)N1c1cccc(C(=O)N2CCN(c3ccccc3)CC2)c1` (stereo not drawn) gave ERK EGF block 7.5%.
Cc1cc(OCC(=O)NC(C)c2ccccc2)ccc1[N+](=O)[O-] (stereo not drawn) was read as ERK EGF block -5.8%.
Screening Cc1cc(O)c(C(C)C)cc1NC(=O)Nc1cccc2ccccc12 returned ERK EGF block 17.7%[57.5 µM].
O=C(CN1CCN(S(=O)(=O)c2ccc(Cl)s2)CC1)N1CCOCC1 was read as ERK EGF block 15.1%[57.5 µM].
For N#CC1=C(S)N(c2ccccc2)C(c2ccc(-c3cc(Cl)ccc3Cl)o2)NC1=O (stereo not drawn) the results were ERK EGF block -10.3%.
For COC(=O)c1c(C)[nH]c(C(=O)C(C)OC(=O)C2=NNC(=O)CC2)c1C (stereo not drawn) the results were ERK EGF block -8.9%[57.5 µM].
For CN(c1ccc(OCC(=O)OCC(=O)Nc2c(F)c(F)c(F)c(F)c2F)cc1)S(=O)(=O)c1ccc(F)cc1 the results were ERK EGF block 3.4%.
CCOc1ccccc1C1CC(c2cccc(NS(C)(=O)=O)c2)=NN1C(=O)c1ccccc1 (stereo not drawn) was read as ERK EGF block -3.0%.
Screening C=CCS/C(N)=N\N=C\c1cc(Br)cc([N+](=O)[O-])c1O returned ERK EGF block 3.4%[57.5 µM].
`COc1ccccc1N1CCN(C(=O)c2ccc3nc[nH]c3c2)CC1` gave ERK EGF block -2.6%.
For COc1ccc(CC(=O)c2ccc(O)cc2O)cc1 the results were ERK EGF block 18.1%.
`COc1ccccc1NS(=O)(=O)c1cc(NC(=O)Nc2cccc(C)c2)ccc1N1CCCCC1` gave ERK EGF block 1.3%.
For CS(=O)(=O)n1nc(-c2cccnc2)nc1NCc1ccccc1 the results were ERK EGF block inconclusive.
Screening c1ccc2c(C3=NNC(=NC4CC4)SC3)c[nH]c2c1 returned ERK EGF block 4.5%.
Screening COc1ccccc1C1=NOC(CN2C(=O)c3ccccc3S2(=O)=O)C1 (stereo not drawn) returned ERK EGF block 10.1%[57.5 µM].
`O=C(NC1CCCCC1)C(c1ccc(O)c(O)c1)N(C(=O)Cn1nnc2ccccc21)c1cccc(O)c1` (stereo not drawn) gave ERK EGF block -17.5%.
Screening Cc1cc(Cl)ccc1Oc1ccccc1C(=O)CC#N returned ERK EGF block 0.9%.
Screening [O-]/C(=C(\C(=S)NCCN1CCOCC1)[n+]1ccccc1)c1ccc(Cl)s1 returned ERK EGF block 0.2%.
`CC1(OC(=O)CCc2ccccc2)C(=O)C=C2C=C(c3ccc(C#N)cc3)OC=C2C1=O` (stereo not drawn) gave ERK EGF block -18.9%.
CCOc1ccc(N(CC(=O)N/N=C/c2cc(Br)c(C)o2)S(C)(=O)=O)cc1 was read as ERK EGF block -3.0%.
`Cc1ccc(NC2=CC(=O)CC(c3ccc(Cl)cc3)C2)cc1` (stereo not drawn) gave ERK EGF block 1.2%.
CNc1nc(-c2ccc3c(c2)CCN3C(=O)CC(C)(C)C)c(C)s1 was read as ERK EGF block 21.9%.
For CC1(C)C(=O)OC(/C=C\c2ccccc2)C(C)(C)C1=O (stereo not drawn) the results were ERK EGF block 0.1%[57.5 µM].
`Cn1cc(CN2CCCC(C(=O)c3cccs3)C2)c(-c2cccc(Cl)c2)n1` (stereo not drawn) gave ERK EGF block -1.5%.

Grouped by structure: those above containing a CF3 group (three)
For COC(=O)c1cnc(NNS(=O)(=O)c2ccc(C(F)(F)F)cc2)nc1C(F)(F)F the results were ERK EGF block -14.9%[57.5 µM].
Screening CCNC(=S)Nc1ccc(OC(F)(F)F)cc1 returned ERK EGF block -4.4%[57.5 µM].
For Cc1cc(C(=O)N2CCN(c3ccc(C(F)(F)F)cn3)CC2)c(C)o1 the results were ERK EGF block 4.0%[57.5 µM].

Additional results follow:
For NC(=O)COC(=O)CCSc1ccc(Cl)cc1 the results were ERK EGF block 1.8%.
O=c1[nH]c2cc3c(cc2cc1C(c1nnnn1Cc1ccccc1)N1CCCc2ccccc21)OCO3 (stereo not drawn) was read as ERK EGF block -5.0%.
O=C(O)CCNC(=O)C12CC3CC(CC(C3)C1)C2 was read as ERK EGF block -3.1%.
Screening COc1ccc(N(CC(=O)Nc2ccc3c(c2)OCO3)S(=O)(=O)c2c(C)nn(C)c2C)cc1 returned ERK EGF block 5.6%.
Screening O=C(N/N=C/C=C/c1ccccc1[N+](=O)[O-])c1ccncc1 returned ERK EGF block 9.5%[57.5 µM].
Screening O=C(CCc1ccccc1)Nc1ccc2ccccc2n1 returned ERK EGF block 3.6%.
Screening CC(/C=N/NC(=O)c1cnccn1)=C\c1ccco1 returned ERK EGF block 5.3%[57.5 µM].
`CC1CCCc2sc3nc(NCc4ccco4)n4ncnc4c3c21` (stereo not drawn) gave ERK EGF block -3.8%.
For O=C/C(=C\Nc1ccc(Cl)cn1)c1nc2ccccc2o1 the results were ERK EGF block 0.3%.
`COc1ccc(CCNC(=O)c2ccc3c(c2)OCCO3)cc1` gave ERK EGF block -0.7%.
COCCCNC(=O)COc1ccc(Br)cc1Cl was read as ERK EGF block -4.8%.
Screening CCC(=O)N1C(=O)CCN(C(C)=O)c2ccccc21 returned ERK EGF block 4.9%.
CCN1CCN(CC(=O)N2N=C(c3cccs3)CC2c2ccc(OC)c(OC)c2)C(=O)C1=O (stereo not drawn) was read as ERK EGF block -5.1%.
For CCOC(=O)N1C/C(=C\c2ccccc2)C(=O)/C(=C/c2ccccc2)C1 the results were ERK EGF block inconclusive.
For C=CCSC1=Nc2cc(OC)c(OC)cc2C2=NC(=O)CN12 the results were ERK EGF block -3.6%.
CC(C)C[C@H](NC(=O)c1[nH]cnc1C(=O)Nc1ccc(Cl)cc1)C(=O)OC(C)(C)C was read as ERK EGF block -10.8%[57.5 µM].
COc1cc(C(=O)Nc2ccc(Cl)c([N+](=O)[O-])c2)cc(OC)c1OC was read as ERK EGF block 2.0%.
For O=C(O)c1csc(N/N=C/c2ccc(Br)cc2)n1 the results were ERK EGF block 7.3%.
`COc1cc(COc2ccc3c(C)c(Cc4ccccc4)c(=O)oc3c2)cc(OC)c1OC` gave ERK EGF block -6.2%[57.5 µM].
For O=S(=O)(O)C1CCNCC1 the results were ERK EGF block 1.9%&-11.2%.
For COC(=O)C1(C(=O)OC)C/C=C\C/C=C\c2ccccc2[C@@H]1C[N+](=O)[O-] the results were ERK EGF block -9.0%&-10.1%.
For CSc1ccccc1NC(=O)CN(C)CC(=O)Nc1c(F)cccc1F the results were ERK EGF block 0.0%.
For CCCCCCCCCCCCCCCC[n+]1ccc(C(N)=O)cc1 the results were ERK EGF block inconclusive.
For COc1ccc(NC(=O)NN2CCOCC2)cc1OC the results were ERK EGF block -17.0%.
`Cc1ccccc1C(=O)Nc1cc(S(=O)(=O)N2CCCCC2)ccc1N1CCN(C)CC1` gave ERK EGF block 7.1%.
`CCOCCCNCc1ccc(Cl)cc1` gave ERK EGF block 5.1%.
O=C(O)c1cnn2c(-c3ccc(F)cc3)ccnc12 was read as ERK EGF block -6.8%.
Screening O=C(/C=C/c1ccco1)N(Cc1cccc(Cl)c1)C1CCS(=O)(=O)C1 (stereo not drawn) returned ERK EGF block -7.3%[57.5 µM].
`Cc1ccc(NC(=O)N2CCC(C(=O)Nc3ccc(C)cc3C)CC2)cc1` gave ERK EGF block -1.0%.
CCOC(=O)C1CCN(c2cc(=O)n(-c3ccccc3Cl)c(=O)[nH]2)CC1 was read as ERK EGF block -3.3%.

The closing 6 records of the part above come first, to join the parts.
`Cc1ccccc1C(=O)Nc1cc(S(=O)(=O)N2CCCCC2)ccc1N1CCN(C)CC1` gave ERK EGF block 7.1%.
`CCOCCCNCc1ccc(Cl)cc1` gave ERK EGF block 5.1%.
O=C(O)c1cnn2c(-c3ccc(F)cc3)ccnc12 was read as ERK EGF block -6.8%.
Screening O=C(/C=C/c1ccco1)N(Cc1cccc(Cl)c1)C1CCS(=O)(=O)C1 (stereo not drawn) returned ERK EGF block -7.3%[57.5 µM].
`Cc1ccc(NC(=O)N2CCC(C(=O)Nc3ccc(C)cc3C)CC2)cc1` gave ERK EGF block -1.0%.
CCOC(=O)C1CCN(c2cc(=O)n(-c3ccccc3Cl)c(=O)[nH]2)CC1 was read as ERK EGF block -3.3%.
Screening NC(=O)COC(=O)c1cc(=O)[nH]c2ccccc12 returned ERK EGF block -10.3%[57.5 µM].
`CC(C)CN(C(=O)COC(=O)CNC(=O)c1ccc(Cl)cc1)C1CCS(=O)(=O)C1` (stereo not drawn) gave ERK EGF block 5.7%.
CC(=O)c1cc(C(=O)N2CCc3c([nH]c4ccccc34)C2CC(C)C)[nH]n1 (stereo not drawn) was read as ERK EGF block 0.8%[57.5 µM].
Screening COCCOC(=O)C1=C(C)NC(C)=C(C(=O)OC(C)C)[C@@H]1c1cccc([N+](=O)[O-])c1 returned ERK EGF block 3.7%.
`Clc1ccc(-c2ccc(/C=N/Nc3cc(N4CCOCC4)nc(N4CCOCC4)n3)o2)cc1` gave ERK EGF block -4.9%.
For Cc1ccc(/C=C/C(=O)Nc2cc(=O)n(C)c(=O)n2C)o1 the results were ERK EGF block 11.5%.
`O=C(Cc1cccs1)NCCc1cn2ccccc2n1` gave ERK EGF block 6.9%[57.5 µM].
`O=[N+]([O-])/C(C=Nc1ccccc1O)=C\Nc1ccccc1O` gave ERK EGF block -17.5%[57.5 µM].
`C=CCOc1c(Cl)cc(CNn2cn[nH]c2=S)cc1OC` gave ERK EGF block -6.3%.
For Cc1cc(O)cc2c(=O)c3ccccc3sc12 the results were ERK EGF block -3.1%.
For COc1cccc(CC(=S)N2CCOCC2)c1 the results were ERK EGF block -1.0%.
For Cc1nc2ccc(C(=O)Nc3cccc([N+](=O)[O-])c3)cc2s1 the results were ERK EGF block inconclusive.
